Source: PubChem
Polio RdRp inh – poliovirus RNA polymerase inhibition. AID 588519. % elongation, % (compound at 16.7 µg/mL). 0.66% of 150,000 active. poliovirus polymerase elongation, fluorescence polarization; hits give low values. P03300; in the data active means % elongation below about 90%; further: some results filed as inactive read as strong as hits
Target sequence (P03300 1749-2209 limits assumed): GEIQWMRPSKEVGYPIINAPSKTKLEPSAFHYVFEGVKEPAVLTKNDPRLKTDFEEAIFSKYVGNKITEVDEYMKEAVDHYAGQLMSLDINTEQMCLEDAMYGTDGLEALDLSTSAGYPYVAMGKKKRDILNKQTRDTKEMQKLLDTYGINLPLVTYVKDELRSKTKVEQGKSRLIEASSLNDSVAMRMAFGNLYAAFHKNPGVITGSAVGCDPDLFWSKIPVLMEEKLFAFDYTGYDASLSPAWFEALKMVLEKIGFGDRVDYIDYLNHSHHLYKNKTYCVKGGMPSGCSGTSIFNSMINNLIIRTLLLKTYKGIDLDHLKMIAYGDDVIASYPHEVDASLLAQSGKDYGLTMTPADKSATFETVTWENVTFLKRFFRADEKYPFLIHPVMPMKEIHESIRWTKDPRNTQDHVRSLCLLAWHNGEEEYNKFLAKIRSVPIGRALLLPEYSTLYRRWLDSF
Polio RdRp inh FP z-score – recorded beside Polio RdRp inh, whose call it bears; z-score; measured here: FP z-score; hits read low
* hit, by the source's call.

cpd	SMILES	Polio RdRp inh	Polio RdRp inh FP z-score
1	N[C@@H](CC1CCCCC1)C(=O)O	100.0	-0.4
2	O=S1(=O)CCN2C=CC=NC2=N1	85.0	-1.7
3	COc1ccc(Br)cc1C(=O)Nc1cccc2ccc(C)nc12	106.0	0.6
4	Cc1ccc(NC(=O)c2oc3ccccc3c2NC(=O)c2ccc(F)c(F)c2)cc1	107.0	0.8
5	O=C(Nc1ccc(Cl)c(C(F)(F)F)c1)C(=S)NCc1ccco1	105.0	0.3
6	COc1ccc2nc(NS(=O)(=O)c3ccc(C)cc3)c(Nc3cc(Cl)ccc3OC)nc2c1	90.0	-4.1
7	CCCCNS(=O)(=O)c1ccc2nc(SCC(=O)C(C#N)c3ccccc3)[nH]c2c1 (centres undefined)	107.0	0.4
8	Cc1ccc(NS(=O)(=O)c2c(C)nn(C)c2Cl)c(C)c1	101.0	-0.3
9	CSc1nc2ccc(NC(=O)c3ccc(F)c(F)c3)cc2s1	105.0	0.5
10	COc1ccc(Nc2ncc3c(n2)CCN(Cc2ccc(Br)s2)C3)c(OC)c1	103.0	-0.4
11	Cc1cn2c(=O)cc(COc3cccc(NC(=O)c4ccccc4Cl)c3)nc2s1	102.0	-1.3
12	N#Cc1cnc2c(C(N)=O)cnn2c1N	98.0	-0.2
13	Cc1cc(N)n(-c2ccc(S(=O)(=O)c3ccc(C(C)C)cc3)cc2)n1	102.0	0
14	Cc1ccc(NC(=S)NC2CCS(=O)(=O)C2)cc1 (centres undefined)	100.0	-0.1
15	CN(Cc1ccccc1)c1ncnc2c1oc1ccccc12	106.0	0.4
16	COc1ccc(S(N)(=O)=O)cc1C	100.0	-0.4
17	Cc1nnc2n(c1=O)C(CS(=O)(=O)c1ccccc1)CS2 (centres undefined)	102.0	0.1
18	Nn1cc(-c2ccccc2)nc1SCC(=O)c1ccc(Cl)s1	105.0	0.4
19	O=C(NCCc1ccccc1)c1ccc2c(c1)N(Cc1ccccc1)C(=O)CS2	104.0	1
20	O=C(/C=C/c1ccco1)N1CCn2c(nc3ccccc32)C1	102.0	-0.3
21	c1ccc2[nH]c(Cc3nnc4n3CCCCC4)nc2c1	104.0	1
22	CCOc1ccccc1NC1=NC(C)CS1 (centres undefined)	105.0	0.3
23	Cn1cccc1-c1cc2n(n1)CCC(=O)N2CCCC(=O)NCc1ccc(F)cc1	110.0	0.9
24	CC(C)(C)c1ccc(C(=O)N2CCC(C(=O)NCc3ccco3)CC2)cc1	102.0	-0.2

Molecules from the list above with a furan ring, fused or not, in the order listed:
cpd	SMILES	Polio RdRp inh	Polio RdRp inh FP z-score
4	Cc1ccc(NC(=O)c2oc3ccccc3c2NC(=O)c2ccc(F)c(F)c2)cc1	107.0	0.8
5	O=C(Nc1ccc(Cl)c(C(F)(F)F)c1)C(=S)NCc1ccco1	105.0	0.3
15	CN(Cc1ccccc1)c1ncnc2c1oc1ccccc12	106.0	0.4
20	O=C(/C=C/c1ccco1)N1CCn2c(nc3ccccc32)C1	102.0	-0.3
24	CC(C)(C)c1ccc(C(=O)N2CCC(C(=O)NCc3ccco3)CC2)cc1	102.0	-0.2

Record cards, as listed above.
Cn1cccc1-c1cc2n(n1)CCC(=O)N2CCCC(=O)NCc1ccc(F)cc1 is listed with Polio RdRp inh = 110.0; Polio RdRp inh FP z-score = 0.9
c1ccc2[nH]c(Cc3nnc4n3CCCCC4)nc2c1 is listed with Polio RdRp inh = 104.0; Polio RdRp inh FP z-score = 1
Nn1cc(-c2ccccc2)nc1SCC(=O)c1ccc(Cl)s1 is listed with Polio RdRp inh = 105.0; Polio RdRp inh FP z-score = 0.4

The list goes on.
cpd	SMILES	Polio RdRp inh	Polio RdRp inh FP z-score
25	CN(CC1CCCO1)S(=O)(=O)c1ccc(C(=O)Nc2nnc(-c3ccccc3)o2)cc1 (centres undefined)	100.0	-0.3
26	c1ccc2[nH]c(CCCc3nc4ccccc4[nH]3)nc2c1	96.0	-0.4
27	CCCCN1C(=O)c2ccc(C(=O)OCC(=O)c3ccc(CNC(C)=O)o3)cc2C1=O	108.0	1
28	Cn1ncc(N)c1C(=O)N1CCOCC1	102.0	0.1
29	CCCCc1ccc(C(=O)N/C(=C\c2ccc(C)cc2)C(=O)NC2CCCCC2)cc1	97.0	-0.8
30	O=C(NC1CCCC1)C(c1ccc(O)cc1)N(C(=O)Cn1nnc(-c2cccs2)n1)C1CCCC1 (centres undefined)	101.0	-0.3
31	CN(C(=O)CSc1ncnc2ccccc12)C1CCCCC1	102.0	0.2
32	COc1ccc(-c2cc3ccc(O)c(CN4CCCC(C)C4)c3oc2=O)cc1OC (centres undefined)	103.0	-1
33	CC1CCN(C(=S)NC2CCCCC2)CC1	102.0	0.1
34	CCCC12CN3CC(C)(CN(C1)C3c1cn(CC)c3ccccc13)C2=O (centres undefined)	104.0	-0.5
35	S=c1[nH]c(-c2ccccc2)cn1/N=C/c1cccs1	102.0	-0.2
36	Cc1cc(C)cc(NS(=O)(=O)c2ccc(-c3cc(C)no3)cc2)c1	114.0	1.1
37	O=C(Nc1ccc(F)cc1)C1CCN(S(=O)(=O)c2ccc3c(c2)CCCN3C(=O)C2CCC2)CC1	111.0	0.9
38	NNC(=O)c1cc2cc(OC(F)(F)F)ccc2[nH]1	98.0	-0.8
39	CCOC(=O)NC1(C(F)(F)F)NC(=O)N(c2ccc(C)c(C)c2)C1=O (centres undefined)	105.0	0.2
40	CCCCCNc1nc(-c2ccco2)c2c(c1C#N)CCCC2	102.0	0.1
41	COc1cc([C@@H]2c3cc4c(cc3[C@H](O)[C@H]3COC(=O)[C@@H]23)OCO4)cc(OC)c1OC	99.0	0.2
42	COc1ccc(-n2ncc(NC(=O)NCc3cccs3)c2C)cc1	103.0	0.2
43	O=C(CSc1nnc2ccccn12)Nc1ccc2ccccc2c1	100.0	-0.4
44	c1ccc2[nH]c(Cc3nc4ccccc4[nH]3)nc2c1	99.0	-0.9
45	COC(=O)c1sccc1-c1ccc(-c2ccn(C(=O)c3ccc(Cl)cc3)n2)o1	103.0	0
46	O=c1c(Cl)c(Cl)cnn1Cc1cc(=O)n2ccsc2n1	93.0	-1.9
47	C[n+]1c(-c2ccccc2)oc2ccc3[nH]ccc3c21	103.0	0.5
48	Cn1c(=O)oc2cc(S(=O)(=O)N3CCC(C(=O)Nc4ccc(Br)cc4)CC3)ccc21	98.0	-0.4
49	CC(C)S(=O)(=O)c1cnc(-c2cnccn2)nc1N	103.0	0.3
50	C=CCn1c(=O)n2ncnc2c2c3c(sc21)CCCC3	100.0	-0.3
51	CNC(=O)Cn1ncc2c3ccccc3n(Cc3ccccc3F)c2c1=O	103.0	0.2
52	O=C(Cn1c(SCC(=O)Nc2ccc(F)cc2)nc2ccccc21)NCc1ccc(F)cc1	107.0	0.3
53	CC(C)(CC(=O)NCc1ccc(Cl)cc1Cl)CC1=NS(=O)(=O)c2ccccc2N1	110.0	0.6
54	COc1ccc(NC(=O)CC2C(=O)N(c3ccc(C)cc3)C(=O)N2C2CCCC2)cc1 (centres undefined)	102.0	-1.3
55	CC(C)CCN(C(=O)Nc1ccc(Cl)c(Cl)c1)C(C)c1cccs1 (centres undefined)	106.0	-1.2
56	Cc1c(/C=N/NC(=O)c2cncc(Br)c2)c2ccccc2n1C	101.0	0.4
57	O=C1c2ccccc2C(=O)N1CN(C(=O)c1cccnc1)c1cccc(F)c1	104.0	0.4
58	CCn1nccc1NC(=O)c1ccccc1	101.0	-0.4
59	Cc1cccc(NC(=O)C2CCN(S(=O)(=O)c3cccc4nsnc34)CC2)c1C	104.0	-1.5
60	Cc1cccc(C(=O)Nc2ccc3oc(-c4ccncc4)nc3c2)c1	105.0	0.1
61	CN(C)c1ccc(/C=N/N2C(=O)C3C4C=CC(C4)C3C2=O)o1 (centres undefined)	95.0	-1.7
62	Cc1ccccc1-c1nnc(C2CCC(c3ccccc3)CC2)o1 (centres undefined)	102.0	0
63	COc1cccc(C(=O)Nc2ccc3oc(-c4cccc(I)c4)nc3c2)c1	103.0	0.6
64	CCOc1ccccc1NC(=O)Nc1ccc2nc(N3CCN(C)CC3)cc(C)c2c1	112.0	0.6
65	C[N+](C)(C)CCO	100.0	0.1
66	CC(NC(=O)CSc1ccccc1Cl)C1CC2CCC1C2 (centres undefined)	97.0	-1.5
67	COc1ccc(C(=O)Nc2ccc3oc(-c4ccc(OC)cc4)nc3c2)cc1	100.0	-0.5
68	CCC(C)c1ccccc1OCCCCN1CCN(C)CC1 (centres undefined)	102.0	0.4
69	Clc1cc(CSc2nnnn2C2CCCC2)cc2c1OCCCO2	99.0	-0.1
70	CN(Cc1ccccc1)C(=O)CCN1C(=O)COc2ccccc21	99.0	-1.5
71	CCCN1CCCc2cc(CN(CCOC)C(=S)Nc3ccccc3OC)ccc21	104.0	1.2
72	Cc1noc(C)c1C(=O)OCC(=O)N(c1ccccc1)C1CCCCC1	104.0	0.3
73	COc1ccc2nc(C(=O)N3CCN(C)CC3)sc2c1	100.0	-0.4
74	CCN1C(=O)N(c2ccccc2)P(=S)(N2CCCC2)c2cc3c(cc21)OCCO3 (centres undefined)	87.0*	-1.8*
75	CCOC(=O)N1CCC(N(CCN(C)C)C(=S)Nc2ccc(C)c(F)c2)CC1	103.0	0.6
76	Cc1ccc(NC(=O)CN2C(=O)CN=C(c3ccccc3)c3ccccc32)c(C)c1	114.0	1.4
77	CCOC(=O)CC(=O)CSc1nc2ccccc2c(=O)n1CCc1ccccc1	103.0	-0.8
78	Cc1ccc(NC(=O)NC2CC(C)(C)NC(C)(C)C2)cc1	100.0	-0.2
79	Cc1ccc(-c2cnc(-c3ccncc3)o2)cc1	104.0	0.9
80	COc1ccc(-c2nc(N3CCCCC3)c3ccccc3n2)cc1	101.0	0.2

The list continues:
cpd	SMILES	Polio RdRp inh	Polio RdRp inh FP z-score
81	Cc1cccc(NC(=O)Cn2c(=O)oc3cc(S(=O)(=O)NC4CCCC4)ccc32)c1	105.0	0.3
82	CCN(CC)C(=O)CN1CCN(c2cccc(Cl)c2)CC1	102.0	0.4
83	Cc1ccc(NC(=O)c2cnc(SCC(=O)Nc3cc(C)on3)n(C)c2=O)cc1	112.0	1
84	CCOc1nnc(NS(=O)(=O)c2ccc(N)cc2)o1	103.0	0.3
85	CCN(CC)C1=NC(=O)C(CC(=O)Nc2cccc(C(=O)OCC(=O)N(C)C3(C#N)CCCCC3)c2)S1 (centres undefined)	103.0	-0.2
86	Cc1ccc(Cl)cc1Nc1nn2c(=O)c3ccc(C(=O)NC4CCCCC4)cc3nc2s1	106.0	-0.5
87	C=CCn1c(C2COc3ccccc3O2)n[nH]c1=S (centres undefined)	100.0	-0.3
88	COc1cc(C2=NOC(C(=O)N3CCN(c4ccc(F)cc4)CC3)C2)cc(OC)c1OC (centres undefined)	103.0	0.6
89	NC(CCC(F)(F)F)C(=O)O (centres undefined)	103.0	0.4
90	O=C(O)c1ccccc1C(=O)n1c(COc2ccc(Cl)cc2Cl)nc2ccccc21	101.0	-0.1
91	CCOC(=O)c1c(Nc2ccc(F)cc2)nnc(-c2ccccc2)c1-c1ccccc1	109.0	1
92	Cc1ccc(C(N)=S)c(=O)[nH]1	85.0*	-2.9*
93	CCN(Cc1nc(-c2ccc(OC)c(OC)c2)no1)S(=O)(=O)c1ccc(OC)cc1	112.0	0.8
94	Cc1ccc(-c2ccc(=O)n(Cc3cc(C)ccc3C)n2)cc1	110.0	0.9
95	N#C/C(=N\Nc1ccc(C(=O)O)cc1)C(=O)c1ccccc1	98.0	-0.3
96	CCS(=O)(=O)N1CCc2cc(C(=O)Nc3ccc(OC)c(Cl)c3)ccc21	107.0	-0.2
97	Cc1cc(O)cc(O)c1C(=O)COc1ccccc1	102.0	0.2
98	CCN(CC)CCNC(=O)C(=O)Nc1c2c(nn1-c1ccc(F)cc1)CSC2	112.0	1.1
99	Cc1csc(NC(=O)CN2C(=O)COc3ccc(Cl)cc32)n1	103.0	0.6
100	CCCCC(=O)Nc1nnc(S(=O)(=O)N(CC)c2cc(C)cc(C)c2)s1	108.0	0
101	CC(C)CCNC(=O)Cn1nc(N2CCN(c3ccccc3)CC2)ccc1=O	107.0	0
102	CCc1ccccc1NC(=O)Cc1ccc(NC(=O)N2CCCCc3ccccc32)cc1	111.0	0.5
103	CCCOC(=O)Nc1cccc(C(=O)OCCC)c1	100.0	-0.3
104	CCc1cccc(C)c1NC(=O)C1CCCN1S(=O)(=O)c1cccc2nsnc12 (centres undefined)	105.0	0.1
105	Cc1ccc(C)c(C(=O)OCC(=O)N(C)c2ccccc2)c1	104.0	1.1
106	Cc1cccc(CNC(=O)c2cnc3sc(N4CCCCCC4)nn3c2=O)c1	105.0	0
107	COCCCn1c(SCC(=O)Nc2ccc(F)cc2)nc2c(sc3ccccc32)c1=O	104.0	-0.6
108	Oc1c(C(c2ccccc2F)N2CCN(c3ccccc3F)CC2)sc2nc(-c3ccco3)nn12 (centres undefined)	104.0	-0.3
109	CCOc1ccc(-c2cc(C(=O)NCc3ccccc3)c3c(-c4ccc(CC)cc4)[nH]nc3n2)cc1	111.0	0.3
110	Clc1ccccc1OCCOc1ncnc2sccc12	103.0	-0.1
111	COc1ccc(-c2noc(CCC(=O)N(C)c3ccccc3C)n2)cc1	116.0	1
112	CCOC(=O)Nc1nc2c(F)c(F)c(F)cc2s1	102.0	0.2
113	Fc1ccc(C(c2nnnn2C2CCCC2)N(Cc2ccccc2)Cc2ccco2)cc1 (centres undefined)	103.0	0.3
114	Cc1cc(C(=O)COC(=O)c2ccccc2NS(C)(=O)=O)c(C)n1C1CC1	98.0	-0.7
115	Cc1ccc(CSc2nc3ccccc3c(=O)n2CCc2ccccc2)cc1	104.0	0.5
116	Cc1cc(C)cc(NC(=O)NN2C(C)CCCC2C)c1 (centres undefined)	102.0	0
117	c1ccc2c(c1)NC(c1ccc3nsnc3c1)c1cccn1-2 (centres undefined)	99.0	-0.3
118	O=S(=O)(c1ccc2c(c1)OCCCO2)N1CCN(Cc2ncc(-c3ccccc3)o2)CC1	103.0	0.1

This is a subset, so the mix of outcomes need not match the whole.
